From PubChem BioAssay
Casp6 inh: blocks human caspase-6 cleavage activity; purified caspase-6, Z-VEID-R110 cleavage fluorescence; inhibition, % at 12.5 µM; 350,000 tested, 0.53% active; P55212;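 active = mean inhibition across replicates at least about 35%, with every replicate also reaching that limit, limit read from the data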;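 also: 0% = median of neutral control wells and 100% = no fluorescence left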
Target sequence (P55212 24-179 limits assumed): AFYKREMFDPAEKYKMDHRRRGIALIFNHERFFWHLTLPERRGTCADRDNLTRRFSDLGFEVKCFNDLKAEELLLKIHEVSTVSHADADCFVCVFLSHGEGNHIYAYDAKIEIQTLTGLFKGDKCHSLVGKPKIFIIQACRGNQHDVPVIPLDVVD
Target sequence (P55212 194-293 limits assumed): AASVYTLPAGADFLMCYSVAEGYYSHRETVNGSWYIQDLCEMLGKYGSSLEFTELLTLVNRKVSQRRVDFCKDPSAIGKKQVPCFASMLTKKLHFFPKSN
PAX8 reporter: PAX8 transcriptional activity inhibition; 360,000 tested, 1.2% active; inhibition, % at 12.6 µM; RMG-I TPO-luciferase reporter, SteadyGlo, 24 h;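 active = mean replicate inhibition at least 60% with every replicate also reaching 60%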;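 also: luciferase light reporting Pax8 driven TPO promoter activity; plate controls were median of neutral control wells for no effect and mitoxantrone controls for full effect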
LGR2 antag: blocks bursicon-induced cAMP signaling via Drosophila LGR2; HEK293 LGR2, CRE-luciferase, bursicon-stimulated, 4 h; inhibition, % at 9.99 µM; 380,000 tested, 0.35% active; AID 720647;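 active = drop in luminescence signal, shown as inhibition above about 50% in the replicate tests, limit read from the data, passing the limit was not always enough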;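 also: agonist challenge used bursicon conditioned medium at about half maximal strength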
FN deposition inh: fibronectin deposition inhibition; AH1F fibroblasts, Alexa488-fibronectin deposition fluorescence, overnight; inhibition, % at 12.6 µM; 350,000 tested, 0.086% active;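 active = mean inhibition across replicates of 30% or more, regardless of how many single replicates reach that level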;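 also: positive control wells lacked labelled fibronectin entirely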
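Assay system: AH1F fibroblasts assembling fluorescent fibronectin matrix; Amount: 10000 AH1F cells per well; Buffer or medium: DMEM, 2% serum; Probe or stimulus: Alexa488-fibronectin, 24 nM final in well; Doses: single compound dose, delivered by pin transfer; Incubation: 1 h adhesion, overnight exposure; Measured by: fluorescence 485/525 nm; Read-out: fibronectin deposition inhibition.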
PGC1a acetyl inh: lowers PGC1a acetylation signal in U2OS cells; AlphaScreen anti-acetyl-lysine; with virally co-expressed GCN5 acetyltransferase; inhibition, % at 15.6 µM; 350,000 tested, 0.17% active; AID 651687;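 active = every replicate shows inhibition of at least 40%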;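 also: 0% = neutral control wells and 100% = positive control wells; some results beyond the cut were filed as inactive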
Cneo AK release: causes C. neoformans cell lysis; lysis activity, % at 15 µM; AID 651654; adenylate kinase release luminescence, 4 h; normalised: neutral wells 0, clomiphene wells 100; 360,000 tested, 0.2% active;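 active = mean lysis activity across replicates of at least 80%, whatever share of replicates individually reach that level; inactive = mean lysis activity below 80%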
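Schedule: static 4 h at 37 °C with compound, 1 h detection; system: C. neoformans cells; benchmarks: Clomiphene as positive control; buffer or medium: fresh YPD medium; measure: luminescence rise reflecting yeast cell lysis; measured by: luminescent adenylate kinase detection reagent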
miR122 inh: miR-122 inhibition in Huh7 cells; Huh7 miR-122 Renilla luciferase sensor, 48 h; neutral wells = 0, positive control = 100; activation (reporter increase), % at 12.5 µM; 340,000 tested, 0.3% active; AID 602342;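 active = mean replicate activation score at least 90 and every replicate individually at or above 90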;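 also: higher luciferase means less miR-122 activity so hits act as miR-122 inhibitors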
EWS-Fli block: EWS/Fli transcriptional activity inhibition; A673 NR0B1-luciferase reporter, viability-normalised; inhibition, % at 12.6 µM; 350,000 tested, 0.67% active; AID 651661;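 active = mean inhibition of at least 50% after viability correction, with every replicate also passing that limit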;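 also: firefly luciferase signal divided by Alamar Blue viability fluorescence both relative to DMSO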
Numbers without * were called inactive; & = joins results of further samples; [ ] = another dose, or the depositor's remark.

Preview:
For CC1(C2CC2)NC(=O)N(CC(=O)Nc2ccccc2-c2ccccc2)C1=O (configuration not stated) the results were Casp6 inh -3, PAX8 reporter 10, LGR2 antag 1, FN deposition inh 1, miR122 inh 5 and EWS-Fli block -1.
`O=C(NCc1ccccn1)c1nc(Cn2cc([N+](=O)[O-])cn2)no1` gave Casp6 inh 1, PAX8 reporter 10, LGR2 antag -5, FN deposition inh 7, PGC1a acetyl inh 11, Cneo AK release 0, miR122 inh -7 and EWS-Fli block -7.
Screening O=C(NC(Cc1ccccc1)C(=O)O)c1cccnc1Cl (configuration not stated) returned Casp6 inh 0, PAX8 reporter 18, LGR2 antag 4, FN deposition inh 4, Cneo AK release 12 and EWS-Fli block 0.
For Nc1nn(S(=O)(=O)c2cccc3nsnc23)cc1-c1ccc(Br)cc1 the results were LGR2 antag -6, PGC1a acetyl inh -14, Cneo AK release -2 and miR122 inh 26.

Results, from the first entry:
For CC1(C2CC2)NC(=O)N(CC(=O)Nc2ccccc2-c2ccccc2)C1=O (configuration not stated) the results were Casp6 inh -3, PAX8 reporter 10, LGR2 antag 1, FN deposition inh 1, miR122 inh 5 and EWS-Fli block -1.
`O=C(NCc1ccccn1)c1nc(Cn2cc([N+](=O)[O-])cn2)no1` gave Casp6 inh 1, PAX8 reporter 10, LGR2 antag -5, FN deposition inh 7, PGC1a acetyl inh 11, Cneo AK release 0, miR122 inh -7 and EWS-Fli block -7.
Screening O=C(NC(Cc1ccccc1)C(=O)O)c1cccnc1Cl (configuration not stated) returned Casp6 inh 0, PAX8 reporter 18, LGR2 antag 4, FN deposition inh 4, Cneo AK release 12 and EWS-Fli block 0.
For Nc1nn(S(=O)(=O)c2cccc3nsnc23)cc1-c1ccc(Br)cc1 the results were LGR2 antag -6, PGC1a acetyl inh -14, Cneo AK release -2 and miR122 inh 26.
CCn1nc(C)c(CNC(=O)C2CCC(=O)N(CCc3ccc(OC)cc3)C2)c1C (configuration not stated) was read as Casp6 inh -2, PAX8 reporter 1, LGR2 antag 4, FN deposition inh 9, PGC1a acetyl inh 2, Cneo AK release -1, miR122 inh 1 and EWS-Fli block 7.
For COC(=O)CCC(=O)OC1(C)C(=O)C2=CN(C3CC3)C(c3ccc(OC)cc3)=CC2=C(Br)C1=O (configuration not stated) the results were Casp6 inh 26, PAX8 reporter 16, LGR2 antag -9, FN deposition inh -13, PGC1a acetyl inh -2, Cneo AK release -1, miR122 inh 0 and EWS-Fli block 5.
`Cc1cc(=O)oc(C)c1C(=O)OCC(=O)c1ccc2ccccc2c1` gave FN deposition inh -51, PGC1a acetyl inh -5, Cneo AK release -9 and miR122 inh -13.
For O=C(Nc1ccc(C2=NCCN2)cc1)c1ccc(C(=O)Nc2ccc(C3=NCCN3)cc2)c(Cl)c1 the results were Casp6 inh -117, PAX8 reporter 2, LGR2 antag 2, FN deposition inh -6, PGC1a acetyl inh -4, Cneo AK release -3 and EWS-Fli block -2.
For COc1ccc(CNC(=O)CN(c2ccc(C)cc2)S(=O)(=O)c2c(C)noc2C)cc1 the results were Casp6 inh 2, PAX8 reporter -2, LGR2 antag 0, FN deposition inh 0, Cneo AK release 0 and miR122 inh 2.
Screening Cc1cc(-c2nn(-c3ccccc3F)cc2CN2CCN(c3ccccn3)CC2)c(C)s1 returned Casp6 inh -3, PAX8 reporter -2, LGR2 antag 29, FN deposition inh 0, PGC1a acetyl inh -5, Cneo AK release -1, miR122 inh -11 and EWS-Fli block 1.
For COc1ccc(C(=O)NCc2ccc(C(=O)NCC(OC)OC)cc2)cc1OC the results were Casp6 inh 2, PAX8 reporter 12, LGR2 antag 6, PGC1a acetyl inh 4 and EWS-Fli block 0.
`Cc1ccc(S(=O)(=O)NCC(=O)OCCOc2cccc(Cl)c2)cc1` gave Casp6 inh 5, PAX8 reporter -27, LGR2 antag -17, FN deposition inh 5, PGC1a acetyl inh -1, Cneo AK release 0, miR122 inh -3 and EWS-Fli block -1.
`Cc1noc(C)c1NC(=O)Nc1ccc2c(c1)C(=O)N([C@H](C)CO)C[C@H](C)[C@@H](CN(C)S(=O)(=O)c1ccccc1)OCCCC[C@H](C)O2` gave Casp6 inh -1, PAX8 reporter -4, LGR2 antag 27, FN deposition inh 1, PGC1a acetyl inh 3, Cneo AK release 2, miR122 inh -3[16.7 µM] and EWS-Fli block 4.
O=C1CCCc2c1cc(C(=O)O)c(=O)n2-c1ccccc1 was read as Casp6 inh 1, PAX8 reporter -7, LGR2 antag -7, FN deposition inh 0, PGC1a acetyl inh 14, Cneo AK release 1, miR122 inh -4 and EWS-Fli block 8.
For Cc1cc(Nc2n[nH]c(N)c2C#N)ccc1F the results were Casp6 inh 3, PAX8 reporter -15, LGR2 antag -38, FN deposition inh 1 and EWS-Fli block -17.
O=c1[nH]c(C(Cl)(Cl)Cl)nc2ccc3ccccc3c12 was read as Casp6 inh 1, PAX8 reporter 13, LGR2 antag -4, FN deposition inh 2, PGC1a acetyl inh 0, Cneo AK release -1, miR122 inh 5 and EWS-Fli block 1.
`COc1ccc(C(=O)C[n+]2cccc3cc(C)ccc32)cc1` gave Casp6 inh -3, PAX8 reporter 11, LGR2 antag 7, FN deposition inh -10, PGC1a acetyl inh -17, Cneo AK release 2, miR122 inh 3 and EWS-Fli block 6.
`Cc1cc(C)cc(CSc2ccc(S(=O)(=O)N3CCCC3)cn2)c1` gave Casp6 inh 0, PAX8 reporter 7, LGR2 antag 16, FN deposition inh 4, PGC1a acetyl inh -3, Cneo AK release 2, miR122 inh 7 and EWS-Fli block 11.
For COc1ccccc1NC(=O)N[C@@H]1C=C[C@H](CC(=O)N[C@@H](C)c2ccccc2)O[C@H]1CO the results were Casp6 inh 3, PAX8 reporter -1, LGR2 antag 0, FN deposition inh -9, PGC1a acetyl inh -3, Cneo AK release -6 and EWS-Fli block 2.
`COc1ccc(NC(=O)N2C[C@H](O)COC[C@H]3O[C@H](CC(=O)NC4Cc5ccccc5C4)CC[C@@H]32)cc1` gave Casp6 inh 0, PAX8 reporter 0, LGR2 antag -18, FN deposition inh 2, PGC1a acetyl inh 4, Cneo AK release -3, miR122 inh 6[16.7 µM] and EWS-Fli block -11.
`CCc1ccccc1NC(=O)c1cc(C)no1` gave Casp6 inh 1, PAX8 reporter -5, LGR2 antag 6, FN deposition inh -2, PGC1a acetyl inh -5, Cneo AK release 1, miR122 inh 4 and EWS-Fli block -4.
CCOC(=O)c1ccc(NCn2c(=O)oc3ccccc32)cc1 was read as Casp6 inh -1, LGR2 antag -4, PGC1a acetyl inh 0 and miR122 inh 12.
`NC(c1ccccc1)c1csc(Nc2ccc(C(=O)NCCO)cc2)n1` (configuration not stated) gave Casp6 inh -3, PAX8 reporter -10, LGR2 antag 5, FN deposition inh -6, PGC1a acetyl inh 6, Cneo AK release -1, miR122 inh -2 and EWS-Fli block 6.
`C[C@@H]1CN([C@@H](C)CO)C(=O)Cc2cc(NC(=O)CCC(F)(F)F)ccc2O[C@H]1CN(C)S(C)(=O)=O` gave Casp6 inh 1, PAX8 reporter -1, LGR2 antag -21, FN deposition inh -1, PGC1a acetyl inh -51, Cneo AK release -2, miR122 inh -1[16.7 µM] and EWS-Fli block 0.
For Cc1cc(-c2ccc(Cl)cc2)n2nc(C)cc2n1 the results were Casp6 inh 0, PAX8 reporter -30, LGR2 antag 6, FN deposition inh 2, PGC1a acetyl inh 1, Cneo AK release 0, miR122 inh 2 and EWS-Fli block -4.
`C/C(CC(=O)Nc1ccc(Cl)cc1)=N\NC(=O)C(=O)N1CCCCC1` gave Casp6 inh 0, PAX8 reporter -50, LGR2 antag -76 and EWS-Fli block -25.
`CCC[C@@H](CN[C@@H](CNC)[C@H](C)CC)NCC1CCC(C(C)(C)C)CC1` (some centres not stated) gave Casp6 inh -8, PAX8 reporter 93*, LGR2 antag 8, FN deposition inh -15, PGC1a acetyl inh -15, Cneo AK release 2, miR122 inh -25 and EWS-Fli block 56*.
Screening CCCn1c(Nc2ccccc2C)nc2ccccc21 returned PAX8 reporter -11, FN deposition inh 4, Cneo AK release 5 and miR122 inh -18.
`CCN1C(=O)[C@H]2[C@@H](c3ccc(C)cc3)N3C(=O)N(c4ccc(OC)cc4)C(=O)[C@@]3(Cc3ccc(Cl)cc3)[C@H]2C1=O` gave Casp6 inh 0&3, PAX8 reporter -3, LGR2 antag 7&0, FN deposition inh 2, PGC1a acetyl inh -8, Cneo AK release 0, miR122 inh -5 and EWS-Fli block -5.
For CO[C@@H]1CN(C)C(=O)c2ccc(NS(=O)(=O)c3ccccc3)cc2OC[C@@H](C)N(C)C[C@H]1C the results were Casp6 inh 0, LGR2 antag 2, FN deposition inh -9, PGC1a acetyl inh -2, Cneo AK release -3, miR122 inh -3[16.7 µM] and EWS-Fli block -3.
O=C(C[C@@H]1C=C[C@H](NC(=O)Nc2ccccc2F)[C@@H](CO)O1)NCc1ccc(-c2ccccc2)cc1 was read as Casp6 inh -2, PAX8 reporter -11, LGR2 antag -5, FN deposition inh -1, PGC1a acetyl inh -10, Cneo AK release 0, miR122 inh 17[16.7 µM] and EWS-Fli block -2.
`COC(=O)N1CCCCC1c1cc(C(=O)Nc2ccc(OC)cc2C)no1` (configuration not stated) gave Casp6 inh 1, PAX8 reporter -21, LGR2 antag 2, FN deposition inh 8, PGC1a acetyl inh 19, Cneo AK release 2, miR122 inh -2 and EWS-Fli block -3.
Screening Cc1nc(Cl)c(C(=O)NCCc2ccccc2)c(C)c1[N+](=O)[O-] returned Casp6 inh -2, PAX8 reporter -10, LGR2 antag 2, FN deposition inh -4, PGC1a acetyl inh 2, Cneo AK release -1, miR122 inh 4 and EWS-Fli block 13.
CCOc1cc(/C=N/NC(=O)Cc2ccc(C(F)(F)F)cc2[N+](=O)[O-])c(Br)cc1OC was read as PAX8 reporter 8, FN deposition inh 1, PGC1a acetyl inh 8 and miR122 inh 0.
Screening CC(=O)N1[C@H](CO)[C@H](c2ccccc2)C12CN(C(=O)Cc1ccccc1)C2 returned Casp6 inh 2, PAX8 reporter -5, LGR2 antag -4, PGC1a acetyl inh 3 and EWS-Fli block -1.
For COCCn1cnnc1SCC(=O)Nc1cc(C)on1 the results were Casp6 inh 0, LGR2 antag 11, FN deposition inh 7, PGC1a acetyl inh 5, miR122 inh -5 and EWS-Fli block 1.
CCn1c(CNC(=O)c2ccccc2F)cc2ccccc21 was read as Casp6 inh 0, PAX8 reporter -21, LGR2 antag -7, FN deposition inh 2, PGC1a acetyl inh -5, Cneo AK release 5, miR122 inh 7 and EWS-Fli block -25.
O=C(CN(C(=O)c1ccc(Cl)cc1)N1C(=O)C2C3C=CC(C3)C2C1=O)c1cccs1 (configuration not stated) was read as Casp6 inh 1, PAX8 reporter 10, FN deposition inh -3, PGC1a acetyl inh -3, Cneo AK release 3, miR122 inh -7 and EWS-Fli block 10.
Screening Cc1noc(C)c1NC(=O)N(C)C[C@H]1OCc2cnnn2CCCC(=O)N([C@H](C)CO)C[C@@H]1C returned Casp6 inh 0&0&2, PAX8 reporter -12&-2, LGR2 antag 0&-8, FN deposition inh -4&-1, PGC1a acetyl inh -19&1&-12, Cneo AK release -1&2&-9, miR122 inh 7 and EWS-Fli block -2&5&-1.
CCCCN(C(=O)Cc1ccc2c(c1)OCCO2)c1c(N)n(CCC)c(=O)[nH]c1=O was read as Casp6 inh 0, PAX8 reporter -5, LGR2 antag 16, FN deposition inh 1, PGC1a acetyl inh -4, Cneo AK release -1, miR122 inh 3 and EWS-Fli block -1.

Compounds as they come. About 2.5% of those tested had a hit in this group.
